High-throughput results as filed in PubChem.
SKN-1 inh = blocks SKN-1 activity in C. elegans; C. elegans VP596 Pgst-4::GFP/RFP ratio, acrylamide-induced, 24 h; inhibition, % at 21.8 µM; hit rate 0.49% among 360,000; AID 624304;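 active = interference check ratio from 0.5 to 1.5 plus GFP to RFP signal ratio inhibition reaching or exceeding a fixed threshold, cut at about 30% in these data, passing the limit was not always enough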; note: some compounds called inactive have numbers as strong as hits
CSN inh = CSN deneddylation inhibition | inhibition, % at 12.5 µM | Purified CSN, SCF-Nedd8-OG deneddylation, fluorescence polarization | Q92905 | hit rate 0.38% among 360,000;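 active = pattern-corrected inhibition above about 35%, with an unprinted fluorescence ratio check between 0.5 and 1.5, limit read from the data, passing the limit was not always enough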;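 note: 0% = enzyme with substrate and 100% = substrate without enzyme; some results filed as inactive read as strong as hits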
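Assay system: purified human Csn5 enzyme expressed in HEK293T cells; Input: 0.24 nM Csn5 enzyme, final concentration; Reagent: 10 nM SCFSkp2-Nedd8OG; Compound dosing: 12.5 µM single point; Times: reaction 90 min, room temperature; Technique: fluorescence polarization readout.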
NadD inh = blocks S. aureus nicotinate mononucleotide adenylyltransferase | purified NadD enzyme, colorimetric absorbance read-out | inhibition, % at 20 µM | hit rate 0.78% among 360,000 | AID 602399; in the data active = inhibition above about 26%; note: some compounds past the cut are filed as inactive
Neddylation inh = blocks human cullin neddylation; hit rate 0.58% among 360,000; P61081+Q13564; TR-FRET cullin neddylation, biochemical; calls only at 25 µM; in the data active = inhibition above about 36%
Rpn11 block = blocks the human proteasome subunit Rpn11 | human 26S proteasome, Ub4-pepOG fluorescence polarization; 20S core pre-blocked with epoxomicin | calls only at 20 µM | AID 588493 | hit rate 0.59% among 360,000 | O00487;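 active = inhibition at 20 µM, scaled to each plate's controls, above about 33%, limit read from the data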
FAS TE block = FAS thioesterase (human) inhibition; hit rate 0.67% among 360,000; P49327; inhibition, % at 15 µM; recombinant FAS-TE, OMFH fluorogenic substrate, fluorescence endpoint;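 active = compounds whose normalised, plate-corrected inhibition of enzyme fluorescence in the single-dose primary screen is 50% or more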;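 note: 0% = DMSO with enzyme and 100% = substrate without enzyme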
MT1-MMP act inh = blocks activation of human MT1-MMP; P50281; HT1080 RFP-PRO-GFP cells, GFP/RFP ratio fluorescence, overnight; percent of plate control window, DMSO zero; GFP/RFP ratio change, % at 20 µM; hit rate 0.061% among 360,000; AID 651647;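 active = GFP/RFP ratio change of at least 30% with cell ATP level not reduced by more than half and red fluorescence within 50% of control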; note: strong numbers were not always called active
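Assay system: HT1080 RFP-PRO-GFP cells. Benchmarks: DMSO vehicle wells and RFP-L50D-GFP reporter cell wells. Times: overnight cell settling, then overnight compound exposure, 37 °C, 5% CO2. Compound: 20 µM single dose, 1% DMSO. Read-out basis: GFP/RFP fluorescence ratio.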
Rin1 Abl inh = inhibitors of human Rin1-Abl protein interaction; TR-FRET Rin1/Abl binding, biochemical; inhibition, % at 7.35 µM; hit rate 0.4% among 360,000; AID 588664; in the data active = inhibition above about 5%, passing the limit was not always enough
MLLE-PAM2 inh = blocks PAM2 peptide binding to the PABP1 MLLE domain; GST-MLLE / FITC-PAM2 fluorescence polarization; inhibition, % at 20 µM; hit rate 0.36% among 360,000; in the data active = inhibition above about 35%, passing the limit was not always enough;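 note: plate controls were DMSO wells with GST-MLLE for no effect and wells lacking GST-MLLE protein for full effect; some results filed as inactive read as strong as hits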
Numbers without * were called inactive; i = inactive; . = no result given; + = active, no number.

SMILES	SKN-1 inh	CSN inh	NadD inh	Neddylation inh	Rpn11 block	FAS TE block	MT1-MMP act inh	Rin1 Abl inh	MLLE-PAM2 inh
C[C@@H]1CN([C@@H](C)CO)C(=O)CCCn2nncc2CO[C@@H]1CN(C)C(=O)Nc1ccc(C(F)(F)F)cc1	4	4	8	i	i	-5	-1	1	-8
O=C(CNC(=O)c1ccccc1F)OCCOc1cccc(Cl)c1	0	-2	-5	i	i	-1	3	-2	-18
C=C1CCC2C(C)(C)[C@@H](O)CC[C@@]2(C)[C@@H]1COc1ccc2ccc(=O)oc2c1 (some centres not stated)	14	2	-7	i	i	37	-6	0	2
CCOC(=O)c1cnc2ccc(C)cc2c1OCc1cc(F)cc(F)c1	-1	-6	7	i	i	0	3	0	8
Cc1oc(-c2ccc(Cl)cc2)nc1CS(=O)CC(=O)NCCCN1CC(C)CC(C)C1 (configuration not stated)	8	-1	-8	i	i	-3	-1	8	7
O=C(c1ccc(F)cc1)c1ccc(N2CCCC2)cc1	21	15	29	i	i	-2	1	-1	-23
CCC(c1nc2ccccc2[nH]1)n1c(=O)c(-c2cccnc2)nc2ccccc21 (configuration not stated)	2	-3	.	i	.	.	1	.	.
CC(C)c1ccc(NC(=O)Cc2ccc(NC3=NC4CS(=O)(=O)CC4S3)cc2)cc1 (configuration not stated)	0	-5	3	i	i	-2	-2	2	-112
CCN(CCn1cccn1)C(=O)c1cc(COc2ccc(F)cc2Cl)on1	0	-2	-1	i	i	0	-2	-2	-2
O=C(COC(=O)c1cc(=O)[nH]c2ccccc12)Nc1cccc(S(=O)(=O)N2CCOCC2)c1	1	-1	1	i	i	-6	1	-6	1
COCCCNC(=O)c1sc2ncnc(N3CCc4ccccc4C3)c2c1C	4	-6	2	i	i	3	4	-2	-4
CC(=O)N1CCN(c2ccc(NC(=O)c3ccco3)cc2Cl)CC1	-1	4	-2	i	i	-3	3	-1	2
CCOc1ccc(Nc2oc(-c3cccc(Cl)c3)nc2C#N)cc1	6	2	3	.	i	-1	4	-2	5
Cc1cccc(C(=O)NCC(=O)OCc2nnc(-c3ccccc3)o2)c1	15	5	-1	i	i	-4	3	0	-19
Fc1ccc(C2=NN(c3ccccc3)C(c3ccco3)C2)cc1 (configuration not stated)	-1	11	-7	.	i	30	-4	4	-9
Clc1cccc(Cl)c1COn1nnc2ccccc21	32	-1	-2	i	i	11	1	-4	-7
COc1ccc(NS(=O)(=O)c2ccc(NC(=O)CCNS(=O)(=O)c3ccc(C)cc3)cc2)cc1	0	1	-4	i	i	14	1	-1	6
COc1ccc(NC(=O)COC(=O)c2c3c(nc4ccccc24)CCCC3)cc1	13	6	1	i	i	14	3	1	6
O=C(NCc1nc2ccccc2[nH]1)c1ccc([N+](=O)[O-])cc1	2	3	-2	i	i	18	-1	4	13
OC(COC(c1ccccc1)c1ccccc1)CN1CCN(c2cccc(Cl)c2)CC1 (configuration not stated)	-4	1	-5	i	i	19	2	5	-12
Cc1ccc(N/C=C/c2onc(C)c2[N+](=O)[O-])cc1	0	6	-6	i	i	-12	-18	-3	-82
CN(C)CCN(Cc1ccccc1)S(=O)(=O)c1ccc2c(c1)n(C)c(=O)c(=O)n2C	1	-5	0	i	i	-1	0	2	3
COc1ccc(C(CC(=O)O)N2Cc3ccccc3C2=O)cc1 (configuration not stated)	-5	-1	-14	i	i	-6	1	3	-2
CCCOC(=O)c1ccc(Oc2coc3c(CN(CC)CC)c(O)ccc3c2=O)cc1	-4	-2	3	.	i	-10	8	2	-9
Cc1cccc(OCc2nnc(SCC(=O)Nc3ccc(C)c(C)c3)o2)c1	9	-3	0	i	i	1	3	3	-4
CCOc1ccc(-n2ccc(=O)c(C(=O)Nc3ccc(S(=O)(=O)N4CCOCC4)cc3)n2)cc1	-22	2	7	i	i	-1	1	-4	4
C/C(=N\Nc1nnc(C)c(=O)[nH]1)C(=O)O	-18	-4	-8	i	i	-7	-2	-3	-13
CCC(CC)COC(=O)C1=C(C)NC(=O)NC1c1ccc(N(C)C)cc1 (configuration not stated)	-4	5	-7	i	i	6	-4	0	-7
COc1ccccc1CCc1nnc(CCC(=O)NC(C)Cc2cccs2)o1 (configuration not stated)	-4	1	1	i	i	0	-4	3	-4
O=C(O)c1cc(Cl)ccc1-c1ccc(/C=C/c2cc(C(F)(F)F)[nH]c(=O)n2)o1	-101	-90	5	i	.	-8	-78	0	i
O=C(CSC(=S)N1CCCC1)Nc1ncc(Cl)cc1Cl	-7	-3	-3	i	i	0	1	0	2
COc1cccc(C2NC(=O)CCC2[N+](=O)[O-])c1OC (configuration not stated)	14	0	-7	i	i	-4	3	1	-3
O=C(Nc1ccc(OC(=O)c2ccccc2)c(-c2nc3ccccc3s2)c1)c1ccccc1	-2	-2	13	i	i	4	0	0	-9
CCOC(=O)c1c(CN(C)C)n(C)c2ccc(OC(C)=O)cc12	-15	-4	3	i	i	-4	2	-1	0
C/C(=N\S(=O)(=O)c1ccc(C)cc1)N1CCCCC1	-1	-2	10	i	i	-4	2	4	-5
COc1ccccc1Nc1ccc(C(=O)NC2CCCCC2)cn1	4	1	3	i	i	1	1	0	6
O=C(CN1c2ccccc2S(=O)(=O)c2ccccc21)NCc1ccccc1	7	0	-3	i	i	4	0	-2	-14
CN(C)c1ccc(C(CNC(=O)c2cccs2)N(C)C)cc1 (configuration not stated)	27	-4	1	i	i	-4	3	2	6
COc1ccc(OC)c(NC(=O)CN(Cc2ccc(Cl)cc2)S(C)(=O)=O)c1	-9	-5	-7	i	i	7	-2	0	-4
CC1=CC(C)(C)Nc2ccc(Cc3ccc4c(c3)C(C)=CC(C)(C)N4)cc21	19	2	-4	.	i	22	2	4	11
COc1cccc(/C=C/C(=C2\C(=O)N(c3ccccc3)N=C2C)c2ccc(Br)cc2)c1OC	-20	6	4	i	i	2	-3	5	-2
CC(=O)c1c(C)n(-c2ccc(C)cc2)c2ccc(O)cc12	19	1	-3	i	i	-3	-3	-5	2
CC1(C)CC(=O)C(C(C2=C(O)CC(C)(C)CC2=O)c2cccnc2)C(=O)C1 (configuration not stated)	9	4	6	i	i	-10	6	-1	9
CCCCCSc1nc2c(c(=O)[nH]c(=O)n2C)n1CCc1ccccc1	-22	7	0	i	i	1	3	-1	7
Cc1ccc(C(CC(=O)O)C2CCOC(C)(C)C2)cc1 (configuration not stated)	-3	-1	-3	i	i	-8	1	1	2
COc1ccc(NS(=O)(=O)c2ccc(S(=O)(=O)N3CCCC3)cc2)cc1Cl	-9	-1	-4	i	i	18	4	-3	15
COc1ccc(CNS(=O)(=O)c2ccc3c(c2)NC(=O)C(C)S3)cc1 (configuration not stated)	-8	-2	0	i	i	2	-2	2	-5
COc1cc(OC)cc(C(=O)Oc2ccc(/C=N/Nc3nc4ccccc4s3)cc2OC)c1	8	1	37*	i	i	23	2	1	-124
O=C(Nc1cccc(F)c1)N1CCC(c2ccccc2)CC1	-4	1	-6	i	i	10	3	3	2
O=C(O)c1cccc(N2CCCC2)c1	-8	-1	3	+	i	-5	4	-2	-18
(cont.)
SMILES	SKN-1 inh	CSN inh	NadD inh	Neddylation inh	Rpn11 block	FAS TE block	MT1-MMP act inh	Rin1 Abl inh	MLLE-PAM2 inh
CC1(C)CC(=O)C=C(c2ccc(COC(=O)c3cccc(C(F)(F)F)c3)cc2)C1=O	12	-1	11	i	i	33	-2	3	6
O=C(Nc1nc2ccc(Cl)cc2s1)C1CCCO1 (configuration not stated)	11	-6	-6	i	i	2	-1	-1	-1
CCCNC(=O)c1onc(CSc2ccc(F)cc2)c1C(=O)NCCOC	9	4	-10	i	i	-2	0	0	-11
CCOC(=O)c1[nH]cnc1C(=O)Nc1ccc(C)cc1	-3	-1	-1	i	i	-4	4	1	14
C=C(C)COc1ccc2oc(C)c(C(=O)OCCOC)c2c1	-15	3	-10	i	i	18	9	-4	-4
Cn1nccc1NC(=O)Nc1ccc(Cl)cc1	-13	1	-5	i	i	-1	2	0	-10
CC1(c2nnc(-c3cccc(Cl)c3)o2)CC(c2cccnc2)=NO1 (configuration not stated)	-7	-1	-2	i	i	-10	1	2	-2
COc1ccccc1-n1nnnc1SCC(=O)NC1CCCCC1	-7	4	0	i	i	-7	0	0	8
Cc1ccc(-c2cc(C(=O)Nc3nn[nH]n3)c3ccccc3n2)c(C)c1	-7	-5	-1	i	i	-6	-1	2	5
Cn1nc(C(=O)NCc2ccc(F)cc2)c2c1-c1ccccc1S(=O)(=O)C2	-2	2	-8	i	i	9	3	5	5
CCOC(=O)C(C)(C)N(Cc1cccc(C)c1)S(=O)(=O)c1cccc([N+](=O)[O-])c1	6	-2	-6	i	i	21	-2	2	3
CC1CCN(c2ccc(C(F)(F)F)cc2N)CC1	-9	-3	-9	i	i	14	-1	-5	-9
CCOc1ccc(-n2c(SCC(=O)O)nc3sc4c(c3c2=O)CCCC4)cc1	3	5	-5	i	i	7	2	-2	-15
O=C(Nc1ccc(O)cc1)/C(=C\c1ccncc1)NC(=O)c1ccccc1	5	-5	-2	i	i	-4	1	1	4
COc1cc(F)ccc1-c1csc(C(NC(C)=O)c2ccccc2)n1 (configuration not stated)	-3	4	-4	i	i	1	-1	1	-4
O=C(c1cccc(Cl)c1)N1CCN(c2ccccn2)CC1	-12	6	1	i	i	-13	3	1	20
O=C(COC(=O)C1C2CC3OC(=O)C1C3C2)Nc1ccccc1 (configuration not stated)	11	2	1	i	i	-6	1	4	1
O=C(NNC(=O)c1ccc2c(=O)n3c(nc2c1)CCC3)c1cccc(Cl)c1	10	0	3	i	i	3	2	-1	-4
CCn1c(CC(=O)Nc2ccc(C)cc2)nnc1SCC(=O)NCc1ccccc1	17	0	0	i	i	-1	0	4	3
COc1ccc(/C(C)=N/NC(=O)CNC(=O)C2COc3ccccc3O2)c(OC)c1 (configuration not stated)	-12	-3	-5	i	i	-4	3	3	-13
COc1ccc(N2CCN(C(=O)c3ccc(CSc4ccccc4)cc3)CC2)cc1	10	-13	10	i	i	16	2	1	-3
Cc1ccc(NC(=O)CCCSc2nc3ccccc3[nH]2)cc1	-7	-1	-1	i	i	-3	7	3	-16
Cc1cccc(Nc2nnc(SCC(=O)Nc3ccc(C(=O)O)cc3)s2)c1	3	9	-3	i	i	-2	-1	1	-4
Cc1cc(C)n(CCCNC(=O)c2ccc(C)o2)n1	13	-7	1	i	i	-8	0	-1	7

Fetched by compound from the entries so far, 6 records:
SMILES	SKN-1 inh	CSN inh	NadD inh	Neddylation inh	Rpn11 block	FAS TE block	MT1-MMP act inh	Rin1 Abl inh	MLLE-PAM2 inh
COc1ccc(CNS(=O)(=O)c2ccc3c(c2)NC(=O)C(C)S3)cc1 (configuration not stated)	-8	-2	0	i	i	2	-2	2	-5
CC1(C)CC(=O)C=C(c2ccc(COC(=O)c3cccc(C(F)(F)F)c3)cc2)C1=O	12	-1	11	i	i	33	-2	3	6
C/C(=N\S(=O)(=O)c1ccc(C)cc1)N1CCCCC1	-1	-2	10	i	i	-4	2	4	-5
CCOC(=O)c1cnc2ccc(C)cc2c1OCc1cc(F)cc(F)c1	-1	-6	7	i	i	0	3	0	8
Cc1ccc(-c2cc(C(=O)Nc3nn[nH]n3)c3ccccc3n2)c(C)c1	-7	-5	-1	i	i	-6	-1	2	5
CCOc1ccc(Nc2oc(-c3cccc(Cl)c3)nc2C#N)cc1	6	2	3	.	i	-1	4	-2	5

Compounds were not picked by outcome. About 3.9% of those tested had a hit in this group.
